HCV NS3 hel inh – inhibitors of Hepatitis C virus NS3 helicase | NS3 helicase DNA unwinding, Cy5 molecular beacon fluorescence | inhibition, % at 10.9 µM | hit rate 0.56% among 290,000 | AID 1800;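 active = inhibition above the mean of all tested compounds plus 3 SD, set per campaign, cut at about 35% in these data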;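 also: 0% = DMSO wells and 100% = thioflavine S control wells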
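assay system = NS3 helicase fragment of HCV | buffer or medium = MOPS pH 6.5, MgCl2, DTT, Tween20, BSA | timing = 60 min unwinding reaction at 25 °C after ATP addition | signal = Cy5 beacon fluorescence read at start and 1 h | read-out basis = % inhibition of unwinding | control set = low DMSO, high thioflavine S at 110 µM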
DNA FID counter – displaces DNA intercalator in HCV helicase counter-screen | inhibition, % at 7.9 µM | DNA fluorescent intercalator displacement, fluorescence | AID 1845 | hit rate 0.17% among 290,000; in the data active = inhibition above about 37%;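 also: 0% = vehicle and 100% = reference compound; higher means more ethidium bromide displaced from hairpin DNA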
PfM18AAP inh – PfM18AAP enzyme inhibition; recombinant PfM18AAP, H-Glu-NHMec fluorogenic cleavage; inhibition, % at 7.35 µM; hit rate 1.2% among 290,000;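 active = inhibition above the campaign mean inhibition over all tested compounds plus 3 SD, cut at about 28% in these data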;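 also: 0% = plate median of test compound wells and 100% = 2 mM ZnCl2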
p-CIP stab down – lowers stability of the mouse p/CIP coactivator protein. Q05BA5. F442A p/CIP-EGFP cells, EGFP fluorescence, 16 h. decrease of EGFP signal, % at 10 µM. hit rate 0.01% among 290,000. AID 1984;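 active = EGFP signal decrease of at least 30% at 10 µM or well 3 SD below plate mean, unless failing retest; inactive = the rest, including hits failing retest or dose response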; also: some compounds called inactive have numbers as strong as hits; many of its hits are not listed in these tables
IDE inh – cellular human IDE inhibition; P14735; inhibition, % at 5.59 µM; hit rate 0.41% among 320,000; HEK cells, FAbetaB cleavage, fluorescence polarization;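 active = percent inhibition above the average of all tested compounds plus 3 SD, set per screening campaign, cut at about 16% in these data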;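 also: IDE supplied by intact live HEK cells; FP after avidin binding of uncleaved biotin substrate so inhibition keeps polarization high; 0% = DMSO wells and 100% = 60 µM reference IDE inhibitor Ii1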
VIM-2 inh – blocks Pseudomonas aeruginosa VIM-2 metallo-beta-lactamase. purified VIM-2, nitrocefin hydrolysis, epi-absorbance fluorescence. AID 1527. hit rate 0.89% among 290,000. inhibition, % at 5.6 µM;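 active = inhibition above the mean of all tested compounds plus 3 SD, cutoff set per screening run, cut at about 7.5% in these data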;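 also: red hydrolysis product quenches plate fluorescence so inhibitors raise well fluorescence; 0% = enzyme with DMSO and 100% = DMSO without enzyme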
IDE cell activ – IDE (human) activation, cell-based; hit rate 0.073% among 340,000; activation, % at 5.96 µM; AID 493087; HEK cells, FAbeta-B cleavage, fluorescence polarization; 0% vehicle, 100% cell-free pure enzyme wells;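 active = activation above the mean of all tested compounds plus 3 SD, set per screening campaign, cut at about 17% in these data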
IMP-1 inhibitor – blocks Pseudomonas aeruginosa IMP-1 metallo-beta-lactamase; purified IMP-1, nitrocefin hydrolysis, epi-absorbance fluorescence; inhibition, % at 5.6 µM; hit rate 0.45% among 290,000; AID 1556;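 active = inhibition above the mean plus 3 SD of all compounds in the same screening run, cut at about 4.5% in these data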;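 also: 0% = IMP-1 with DMSO and 100% = DMSO wells lacking enzyme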
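assay system = purified recombinant IMP-1 metallo-beta-lactamase enzyme | schedule = 15 min preincubation plus 25 min reaction at 25 °C | signal = Epi-absorbance fluorescence, 480 nm excitation, 530 nm emission | read-out basis = percent inhibition from optical density relative to buffer-blank wells | controls = IMP-1 with DMSO as 0%, enzyme-free DMSO as 100%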
SUMO HTRF inh – blocks human SUMOylation mediated by UBC9. HTRF SUMOylation assay, SAE1/SAE2 + UBC9, in vitro. hit rate 0.36% among 290,000. AID 2006. inhibition, % at 35 µM. P63279; in the data active = inhibition above about 50%, passing the limit was not always enough; also: strong numbers were not always called active
Target sequence (P63279 whole entry, looked up): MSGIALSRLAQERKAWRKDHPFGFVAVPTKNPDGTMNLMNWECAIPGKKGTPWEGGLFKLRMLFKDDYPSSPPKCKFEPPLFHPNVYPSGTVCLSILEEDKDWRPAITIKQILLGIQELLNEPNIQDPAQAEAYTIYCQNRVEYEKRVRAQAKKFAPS
An asterisk follows results filed as active; x = no result given.

no.	canonical_smiles	HCV NS3 hel inh	DNA FID counter	PfM18AAP inh	p-CIP stab down	IDE inh	VIM-2 inh	IDE cell activ	IMP-1 inhibitor	SUMO HTRF inh
1	CCCCOc1ccc(C(=O)CCN2CCCCC2)cc1	-3	0	4	3	0	-1.1	1	-1.8	-3
2	CCc1cccc(NC(=O)C(NC(=O)C2CCCCC2)C(C)C)c1 (stereo unspecified)	2	1	2	-2	-2	-2.1	0	-1.5	7
3	Fc1ccc(-c2nnc(SCc3cccnc3)o2)cc1	6	-10	-16	-10	-1	-0.2	x	-1.8	11
4	CC1CN(S(=O)(=O)c2cccc(C(=O)OC/C(O)=C(\C#N)c3nc4ccccc4[nH]3)c2)CC(C)O1 (stereo unspecified)	11	0	6	-12	8	-4.0	0	-3.1	3
5	Cc1cc(C)c2oc(=O)cc(CN3CCC(C)CC3)c2c1	-13	-16	0	-14	1	-1.5	-1	-1.7	0
6	CCCc1cc(C(N)=O)c(NC(=O)c2cc(C)on2)s1	1	-8	13	4	0	-3.7	5	-3.8	-10
7	NC(=O)c1ccccc1NC(=O)CN1CCCCCC1	11	-6	-2	11	1	-1.2	4	-0.6	14
8	CCN1CCN(C(=O)C2CCC(=O)N(Cc3cccc(C(F)(F)F)c3)C2)CC1 (stereo unspecified)	0	-1	-13	-8	3	27*	2	-1.4	17
9	CC1(CC(=O)NNC(=O)Nc2ccccc2)OCCCO1	6	3	4	-10	6	-7.0	3	-2.0	6
10	C=CCN1C(=O)/C(=C2/Sc3ccccc3N2C)SC1=Nc1c(C)n[nH]c1C	-2	3	-2	-10	-2	0.7	-2	-2.7	-24
11	COc1ccc2[nH]c(=O)c(CN(C(=O)c3ccccn3)c3ccccc3)cc2c1	10	-4	2	-12	2	-1.1	0	0.3	23
12	CCc1ccc(/C(C)=N/NS(=O)(=O)c2ccc(OC)cc2)s1	-7	-11	5	-3	x	-0.8	1	0.1	-11
13	Nc1nnc(SCC(=O)NC23CC4CC(CC(C4)C2)C3)s1	-5	-3	4	5	0	-1.7	-1	-6.8	-13
14	CCOC(=O)c1c(C)nc2ccccn12	-3	3	-8	2	6	0.9	0	0.0	27
15	NC(=O)CC(NC(=O)Cc1cccc2ccccc12)c1ccc(NC2CCCCCC2)c([N+](=O)[O-])c1 (stereo unspecified)	x	x	x	-3	2	x	4	x	61*
16	COc1ccccc1OCc1n[nH]c(=S)n1Cc1ccccc1	-3	-17	20	6	-4	1.1	3	-2.8	-10
17	C=CCOc1c(CNc2ccc3[nH]c(=O)[nH]c3c2)cccc1OC	-3	-6	-112	-3	2	1.1	1	-2.5	3
18	CCOc1ccccc1NC(=O)c1cc(-c2ccncc2)nc2c(Cl)cccc12	11	-3	0	-2	x	-2.3	2	-3.3	43
19	CCOC(=O)Cn1c(=O)c2c(nc(N3CCOCC3)n2C)n(C)c1=O	11	-4	-1	4	1	-2.3	6	-1.8	-6
20	O=C(Cn1ccc2ccccc2c1=O)NCC1COc2ccccc2O1 (stereo unspecified)	17	-1	12	2	0	1.3	1	1.3	14
21	O=S(=O)(c1ccc2c(c1)OCCO2)N1CCc2ccccc21	-5	-1	5	2	-6	-2.2	6	-3.1	6
22	COc1cc(NC(=S)NCC2CCCO2)c(OC)cc1Cl (stereo unspecified)	17	-8	14	-5	-2	-1.8	-1	-2.5	2
23	COc1cc(NC(=O)c2ccccc2[N+](=O)[O-])c(C(=O)O)cc1OC	3	-11	-5	32	2	-2.5	3	-2.2	6
24	O=C1CC(c2ccccc2)C(C(=O)O)N1 (stereo unspecified)	3	2	6	-6	3	-3.6	5	-4.2	-4
25	CCn1c(C(c2ccccc2)c2ccccc2)n[nH]c1=S	1	-21	3	2	-1	-3.9	-6	-3.0	22
26	CC(C)(C)c1nnc(N/N=C/c2ccccc2O)n(N)c1=O	6	0	52*	4	-8	-0.4	4	0.0	-9
27	O=C(Nc1ccccc1Sc1ccccc1)c1ccc(F)cc1	3	-10	1	2	-2	-2.1	-1	-4.4	9
28	C=CCn1c(SCC(=O)N2CCOCC2)nnc1C(C)NC(=O)c1ccccc1 (stereo unspecified)	4	-10	-9	-16	-3	-1.7	7	-2.5	9
29	O=S(=O)(NCC(c1ccco1)N1CCN(c2ccccc2F)CC1)c1ccc(F)cc1 (stereo unspecified)	-4	-9	-3	-12	-6	-1.4	2	-0.4	0
30	O=C(NCc1ccccc1)N(Cc1cc2cc3c(cc2[nH]c1=O)OCO3)CC1CCCO1 (stereo unspecified)	1	-11	8	-16	-3	-1.3	-6	-3.5	9

Pulled by structure from the entries so far, seven records:
no.	canonical_smiles	HCV NS3 hel inh	DNA FID counter	PfM18AAP inh	p-CIP stab down	IDE inh	VIM-2 inh	IDE cell activ	IMP-1 inhibitor	SUMO HTRF inh
24	O=C1CC(c2ccccc2)C(C(=O)O)N1 (stereo unspecified)	3	2	6	-6	3	-3.6	5	-4.2	-4
12	CCc1ccc(/C(C)=N/NS(=O)(=O)c2ccc(OC)cc2)s1	-7	-11	5	-3	x	-0.8	1	0.1	-11
10	C=CCN1C(=O)/C(=C2/Sc3ccccc3N2C)SC1=Nc1c(C)n[nH]c1C	-2	3	-2	-10	-2	0.7	-2	-2.7	-24
4	CC1CN(S(=O)(=O)c2cccc(C(=O)OC/C(O)=C(\C#N)c3nc4ccccc4[nH]3)c2)CC(C)O1 (stereo unspecified)	11	0	6	-12	8	-4.0	0	-3.1	3
8	CCN1CCN(C(=O)C2CCC(=O)N(Cc3cccc(C(F)(F)F)c3)C2)CC1 (stereo unspecified)	0	-1	-13	-8	3	27*	2	-1.4	17
14	CCOC(=O)c1c(C)nc2ccccn12	-3	3	-8	2	6	0.9	0	0.0	27
19	CCOC(=O)Cn1c(=O)c2c(nc(N3CCOCC3)n2C)n(C)c1=O	11	-4	-1	4	1	-2.3	6	-1.8	-6

Other compounds.
no.	canonical_smiles	HCV NS3 hel inh	DNA FID counter	PfM18AAP inh	p-CIP stab down	IDE inh	VIM-2 inh	IDE cell activ	IMP-1 inhibitor	SUMO HTRF inh
31	O=C(O)c1cc(C(F)(F)F)nc2c(C(F)(F)F)cccc12	7	3	-4	-6	1	0.5	-4	-2.6	18
32	CCOc1ccccc1NC(=O)CSc1nnc(-c2cnccn2)n1CC	-5	-23	-6	-7	1	-2.1	3	-1.1	27
33	CC(=O)c1cc2c(cc1NC(=O)CN1CCN(c3cccc(C(F)(F)F)c3)CC1)OCO2	4	2	4	-14	-1	-0.1	0	-4.0	7
34	COC(=O)c1ccncc1N	0	-1	2	-12	6	-2.6	11	-2.9	20
35	CCOC(=O)C1=C(O)/C(=C/N(C)C)N=C1C	7	-1	1	-4	4	-4.9	-2	-5.6	-13
36	COc1ccc2oc(=O)c(C(=O)N3CCN(C(=O)c4ccco4)CC3)cc2c1	14	-9	-7	-2	-6	-1.9	-1	-1.0	31
37	CCOC(=O)C(C(=O)OCC)[C@@H]1CS(=O)(=O)C[C@H]1C(C(=O)OCC)C(=O)OCC	-1	-18	1	4	3	-0.9	2	-1.3	2
38	O=C(NCc1ccc2c(c1)OCO2)c1cccc(S(=O)(=O)N2CCCC2)c1	-4	-15	4	-11	x	-1.3	1	-1.8	-5
39	COc1ccc(C2CC(=O)C(C=NCCO)=C(O)C2)cc1 (stereo unspecified)	4	0	-1	-19	9	-2.8	3	-4.2	3
40	COc1cc(C2C(C(=O)c3ccc(C)o3)=C(O)C(=O)N2c2cc(C)on2)ccc1O (stereo unspecified)	8	6	28*	-2	3	-3.0	8	-2.2	7
41	CCc1sc(C(=O)NC2CCN(C)CC2)cc1Br	-7	9	-4	-3	5	-2.0	-2	-1.1	-8
42	COc1ccccc1N1CCN(C(=O)c2ccc3c(c2)CCN3S(C)(=O)=O)CC1	-1	-40	1	-8	6	-0.7	-1	-1.8	-2
43	COc1ccc(NC(=O)c2cccc(NC(=O)c3ccccc3)c2)cc1	-8	-9	-9	0	-1	-2.6	4	-2.4	8
44	Cc1ccc(-n2nc3c(c2NC(=O)c2ccc4c(c2)OCO4)CS(=O)C3)cc1 (stereo unspecified)	4	-12	-4	-4	-1	0.0	6	-2.3	3
45	Cc1c(C)c2cc(Cl)c(OCc3nn[nH]n3)cc2oc1=O	35	-23	6	-11	1	5.9	6	0.1	15
46	Nc1nonc1-n1nnc(C(=O)N/N=C/C=C/c2ccccc2)c1CSC1=NCCS1	0	-21	2	4	4	-3.7	x	-3.7	-4
47	Cc1ccc(CS(=O)Cc2ccc(C(=O)NCc3ccc4c(c3)OCO4)o2)cc1 (stereo unspecified)	3	-47	4	-11	0	-0.1	1	-4.0	-5
48	FC(F)(F)c1cccc(Sc2cc(C(F)(F)F)nc(-c3ccccn3)n2)c1	5	-3	-11	0	2	-0.5	-3	-0.9	-3
49	CCCOc1cccc(-c2cc(C(=O)NNC(=S)NCC)c3ccccc3n2)c1	1	-21	5	2	-5	-7.0	-7	-3.3	-97
50	CCOc1ccc(C(=O)CCC(=O)O)cc1	3	-2	3	-12	-1	-1.9	0	-2.0	17
51	Cc1cccc(-n2c(SCC(=O)Nc3nonc3C)nnc2-c2ccoc2C)c1	2	-23	3	-1	4	-4.4	-2	-4.4	-9
52	CC(C)CN=C(NS(=O)(=O)c1ccccc1)C(Cl)(Cl)Cl	-2	-3	2	-8	1	-2.0	4	-3.7	8
53	CCOc1ccc(S(=O)(=O)N2CCC(C(=O)NCc3ccncc3)CC2)cc1C	10	-23	-13	-9	0	0.0	0	-0.7	6

Source: PubChem BioAssay (several laboratories)
